DRD3 agonist – agonists of human D3 dopamine receptor. P35462. max activation, %. 410,000 tested, 0.58% active. D3R DiscoveRx beta-arrestin cells, luminescence, 90 min. AID 652048; in the data active = max activation above about 30%; also: 0% is about no effect; mostly tested at two doses, the higher about 12 µM
Target sequence (P35462 whole entry, looked up): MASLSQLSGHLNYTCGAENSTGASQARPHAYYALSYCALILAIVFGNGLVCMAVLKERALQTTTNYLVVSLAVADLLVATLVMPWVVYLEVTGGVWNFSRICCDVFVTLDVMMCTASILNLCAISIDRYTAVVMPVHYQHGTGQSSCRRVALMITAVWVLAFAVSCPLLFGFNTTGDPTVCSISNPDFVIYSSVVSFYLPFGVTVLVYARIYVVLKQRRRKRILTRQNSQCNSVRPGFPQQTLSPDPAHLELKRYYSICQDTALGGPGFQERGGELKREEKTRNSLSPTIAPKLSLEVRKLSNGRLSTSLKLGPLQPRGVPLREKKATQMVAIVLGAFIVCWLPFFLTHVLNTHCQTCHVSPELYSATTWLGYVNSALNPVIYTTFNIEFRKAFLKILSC
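Cells at 1500/well, incubated overnight, then treated with pinned compounds (dopamine as control) for 90 min at 37 degrees C. DiscoveRx reagent added for 30 - 60 minutes at room temperature; luminescence read.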
SW480 rereplic – inducers of DNA re-replication in SW480 colon cancer cells. SW480 DNA re-replication, Hoechst DNA content imaging, 48 h. 340,000 tested, 1.8% active. Potency, µM (titrated, usually from 46.1 µM), for inactives: top-dose re-replication activation, most hits filed as activators; also: potency is read from the fitted curve at half-maximal effect; % of control where 0% means no effect; nearly all actives have a fitted effect of over 55% in size
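Treated cells incubate 48 hr (37 C, 5% CO2), are stained 40 min with Hoechst, and nuclear fluorescence is enumerated; a rise in nuclei with high DNA signal marks re-replication.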
GLP1R cytotox – cytotoxicity counter-screen for GLP-1 receptor inverse agonists. HEK293 cAMP-luciferase reporter cells, luminescence, 24 h. Potency, µM (doses to about 38.3 µM), for the others: top-dose activity change, negative = inhibition, most hits filed as inhibitors. 410,000 tested, 0.13% active. AID 624418;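 also: loss of luciferase light is scored as toxicity; potency is read from the fitted curve at half-maximal effect; % is scaled to controls: 0 for no effect and ±100 for the full control effect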
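Cells in DMEM/10% Nu serum/1% pen-strep, 1536-well format. Pre-incubated 12 h, dosed with 23 nL compound, incubated a further 24 h. Luciferase detection, 12 min at room temp, luminescence.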
KB-V1 cytotox – KB-V1 MDR subline cytotoxicity; KB-V1 MDR cells viability, CellTiter-Glo, 72 h; AID 1347076; Potency, µM (doses to about 46.1 µM), for the others: at the highest dose activity change, negative = cytotoxicity, usual class: cytotoxic; 400,000 tested, 3.4% active; also: potency is read from the fitted curve at half-maximal effect; % is scaled to controls: 0 for no effect and ±100 for the full control effect; nearly all actives have a fitted effect of over 60% in size
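Following 72 h at 37 degrees C with compound, KB-V1 cell viability was read by CellTiter-Glo luminescence, medium being phenol-red-free DMEM plus 10% FBS; concentration-response parameters came from normalized, curve-fitted qHTS data.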
HT1080 IDH1KD tx – HT-1080 IDH1 knockdown cell toxicity (counter line) | 360,000 tested, 2% active | HT-1080 IDH1 knockdown viability, ATP luminescence, 48 h | Potency, µM (series often up to 46.1 µM), for inactives: at the highest dose activity, negative = toxicity, usual class: cytotoxic;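 also: potency is read from the fitted curve at half-maximal effect; 0% = DMSO wells and -100% = cell-free medium wells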
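In this qHTS, HT-1080 cells depleted of IDH1 are exposed for 48 h at 37 °C to compound titrations. Toxicity is scored from CellTiter-Glo luminescence, with DMSO as full viability and medium alone as none.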
IL-1B inflam inh – inhibitors of inflammasome signaling (IL-1 beta secretion); THP-1 LPS/ATP IL-1B secretion, AlphaLISA, 16 h; stronger effect = lower value; 360,000 tested, 4.7% active; activity change, % at 57.5 µM; AID 743279; in the data active = activity change below about -50%; inconclusive = mostly about -30% to -49%; also: % is scaled to controls: 0 for no effect and ±100 for the full control effect
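THP-1 cells pretreated 1 hr with compounds (up to 57.5 uM final), then stimulated with LPS (250 ng/mL final) plus ATP (1.25 mM final); secreted IL-1B measured by AlphaLISA after 16 hr, decreased signal indicating inhibition.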
KB-3-1 cytotox – KB-3-1 parental cell cytotoxicity; Potency, µM (top dose mostly 46.1 µM), without a hit: at the highest dose activity change, negative = cytotoxic, usual class: cytotoxic; 400,000 tested, 1.4% active; KB-3-1 viability, CellTiter-Glo ATP luminescence, 72 h; also: potency is read from the fitted curve at half-maximal effect; % is scaled to controls: 0 for no effect and ±100 for the full control effect; nearly all actives have a fitted effect of over 60% in size
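Luminescent ATP read-out (CellTiter-Glo) measures survival of drug-naive KB-3-1 cells after 72 h compound exposure at 37 °C. Titration series was screened from lowest to highest concentration, with DMSO vehicle plates as background controls.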
MCF10A rerep – DNA re-replication induction in MCF 10a cells. AID 624296. 350,000 tested, 2.9% active. MCF 10A DNA re-replication, Hoechst nuclear intensity, 48 h. Potency, µM (top dose mostly 46.1 µM), inactives show top-dose activity, positive = re-replication, usual class: activators; also: potency is read from the fitted curve at half-maximal effect; % of control where 0% means no effect; nearly all actives have a fitted effect of over 50% in size
HT1080NT lethal – kills 2HG-producing HT-1080-NT fibrosarcoma cells; HT-1080-NT fibrosarcoma viability, CellTiter-Glo ATP luminescence, 48 h; Potency, µM (top dose mostly 46.1 µM), for the others: top-dose activity, negative = less viability, actives largely listed as cytotoxic; 360,000 tested, 1.6% active;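 also: NT is the 2HG producing partner of a matched IDH1 knockdown line; potency is read from the fitted curve at half-maximal effect; 0% = DMSO-treated cells and -100% = media-only wells without cells; nearly all actives have a fitted effect of over 55% in size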
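Viability by CellTiter-Glo luminescence after 48 h compound exposure at 37C of HT-1080-NT cells (750/well, RPMI, 5% FBS). % activity scaled between DMSO wells and medium-only wells, then curve-fitted and categorized by curve class.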
An asterisk follows results filed as active; u = inconclusive; x = no result given; ! = not active in a repeat; [ ] = another dose, or the depositor's remark. Unless noted, calls follow the shape of the dose curve; as a rule, active = well fitted curve in the direction sought with a large enough effect; inconclusive = small, poorly fitted or top-dose-only effect, or another doubt; inactive = no such curve, though single readings can be large; an effect the other way counts as inactive or inconclusive.

Preview (2 entries):
SMILES	DRD3 agonist	SW480 rereplic	GLP1R cytotox	KB-V1 cytotox	HT1080 IDH1KD tx	IL-1B inflam inh	KB-3-1 cytotox	MCF10A rerep	HT1080NT lethal
COn1c(=O)c(-c2ccc(Cl)cc2)[n+]([O-])c2ccccc21	-8	-2%	-8%	-14%	15%	4	-2%	9%	4%
CCn1c(Oc2ccccc2)nc2c1c(=O)n(C)c(=O)n2C	-2	-11%	-3%	-18%	-16%	10	-2%	u	-19%

The listing, repeating the preview:
SMILES	DRD3 agonist	SW480 rereplic	GLP1R cytotox	KB-V1 cytotox	HT1080 IDH1KD tx	IL-1B inflam inh	KB-3-1 cytotox	MCF10A rerep	HT1080NT lethal
COn1c(=O)c(-c2ccc(Cl)cc2)[n+]([O-])c2ccccc21	-8	-2%	-8%	-14%	15%	4	-2%	9%	4%
CCn1c(Oc2ccccc2)nc2c1c(=O)n(C)c(=O)n2C	-2	-11%	-3%	-18%	-16%	10	-2%	u	-19%
CC(C)C(C(=O)NC1=NCCS1)c1ccc(Cl)cc1 (stereo not given)	-4	8%	3%	u	u	23	-6%	-3%	u
CSCCC(NC(=O)c1ccccc1Br)C(=O)Nc1ccc(C)cc1 (stereo not given)	-4	-1%	-13%	u	19%	15	1%	17%	1%
Cn1c(CN2CCOCC2)nnc1SCC(=O)NCCc1ccccc1	-1	-1%	15%	2%	3%	21	0%	0%	0%
COc1cc(OC)cc(C(=O)OCC(=O)c2cc(C)n(CC3CCCO3)c2C)c1 (stereo not given)	2	3%	7%	0%	3%	21	8%	-5%	5%
Cn1c(=O)c2cc(NC(=O)CCc3cccnc3)ccc2n1Cc1cccc(C(F)(F)F)c1	-1	x	0%	-22%	2%	19	u	x	0%
CCc1ccc(NC(=O)CN(c2ccccc2)S(=O)(=O)N(C)C)cc1	-4	1%	-3%	-14%	-3%	-17	-20%	-1%	-15%
Cc1cc[n+]2c3c(cccc13)CCC2	-2	1%	-19%	-8%	-9%	44	u	14%	7%
CCN(CC(=O)NCc1ccc(F)cc1)CC(O)COCc1cccc(OC)c1 (stereo not given)	2	-6%	9%	-6%	-24%	17	2%	-1%[9.22 µM]	-5%
CCOc1cc(S(=O)(=O)N2CCN(S(=O)(=O)CC)CC2)c(OCC)cc1-n1cnnn1	1	-30%	-5%	0%	8%	-5	-4%	17%	-2%
CC1CC(C)(C)NC(=S)N1CC(=O)NCc1ccc(Cl)cc1 (stereo not given)	-4	8%	9%	-9%	6%	6	0%	-2%	22%
COc1ccccc1/C=C(/C(=O)OCC(=O)N(C)Cc1ccccc1)c1ccccc1	6	6%	3%	-20%	-6%	-11	-10%	5%	-9%
Cc1ccc(-c2nc(C)sc2CC(=O)O)cc1	-4	-1%	-16%	6%	9%	-8	-1%	-2%	20%
COc1cccc(NC(=O)NCCN2CCCCC2)c1	-13	-1%	4%	-8%	8%	26	-1%	-1%	31%
FC(F)(F)c1cccc(-c2nc3nc(Cl)c(Cl)nc3[nH]2)c1	3	u	-1%	u	u	-18	2.6µM*!	u	u
COc1ccc(CC(=O)OCC(=O)Nc2c(C)n(C)n(-c3ccccc3)c2=O)cc1	7	-7%	-10%	25%	13%	19	9%	-2%	11%
O=C(C1CCC1)N1CCN(c2ccccc2)CC1	-12	u	-5%	3%	8%	-11	4%	-12%	3%
CC1Oc2ccc(C#N)cc2N(Cc2cccc(F)c2)C1=O (stereo not given)	8	x	3%	0%	16%	6	0%	x	0%
O=C(CN(Cc1cccs1)C(=O)CSc1nnc(COc2ccccc2)o1)NC1CCCCC1	-6	10%	-15%	-18%	-10%	-11	-18%	-4%	-18%
C/C(=N\N=C(N)N)c1ccc(Cl)cc1	-18	u	12%	u	-28%	-86*	u	u	-10%
COc1ccccc1-c1cc(NC=O)c2ncc(-c3cccc(C(F)(F)F)c3)n2c1	-7	x	2%	u	-6%	-7	u	x	-9%
O=C(O)CCC(=O)N1N=C(c2ccc(Br)cc2)CC1c1ccc(Br)cc1 (stereo not given)	12	-3%[1.84 µM]	-8%	7%	-13%	-6	18%	-11%	-8%
Cc1cccc(-n2c(N)cc(=O)nc2SCC(=O)Nc2ccc(F)cc2)c1C	2	x	5%	19%	x	x	u	x	x
COc1ccc(S(=O)(=O)N2CCCCCC2)cc1C(=O)N(C)CC(=O)Nc1ccccc1Cl	10	-9%	2%	u	3%	-12	0%	9%	-2%
Cc1ccc2nc(NC(=O)c3cc(-c4ccco4)nc4ccccc34)sc2c1	-1	15%	-18%	u	u	-6	u	16µM*	u
CCN1CCN(S(=O)(=O)c2ccc(-c3cc(C)no3)s2)CC1	3	-4%	1%	-1%	11%	-16	1%	4%	5%
CC(=O)c1c(C)[nH]c(C(=O)/C(C#N)=C/c2cccc(C)c2)c1C	10	-10%	-8%	21%	-4%	35	2%	-14%	3%
CC1=NN(C(=O)c2ccoc2C)C(O)(C(F)(F)F)C1 (stereo not given)	17	-56%[inhibitor]	u	17%	3%	-2	4%	u	14%
O=C(Cn1ccc2ccccc2c1=O)NCC1COc2ccccc2O1 (stereo not given)	2	1%	-12%	2%	6%	-10	5%	16%	5%
CC(C(=O)Nc1ccc(Cl)cc1Cl)N1C(=O)NC2(CCCC2)C1=O (stereo not given)	-10	2%	-9%	u	-4%	-12	-5%	19%	8%
CCOc1cc(CNc2ccccc2)cc(Br)c1OCC(=O)NC(C)(C)C	-5	u	6%	u	u	-87*	-16%	u	u
COCC1CCCCN1C(=O)c1ccc(OC2CCN(CCc3ccccc3)CC2)cc1 (stereo not given)	-2	16%	u	-13%	-8%	u	u	18%	0%
COc1cc(Cl)c(NC(=O)c2cc(S(=O)(=O)N3CCCCC3)c[nH]2)c(OC)c1	-21	x	-1%	0%	x	x	3%	x	x
Oc1ccc(Cc2ccccc2)c2cccnc12	-10	u	5%	-18%	u	89	23µM*	u	u
CCOc1ccc(NS(=O)(=O)c2ccc(OCC)c3ncccc23)cc1	17	21µM*	-11%	13µM*	10µM*	29	u	u	11µM*
CC(C)CCNc1ncnc2c1cnn2-c1cccc(Cl)c1	11	x	-19%	u	x	x	-15%	x	x
COc1cccc(-c2nc(CS(=O)CC(=O)NC3CC3)c(C)o2)c1 (stereo not given)	-3	-6%	-6%	-4%	-2%	-8	7%	-7%	0%
Cc1onc(-c2ccccc2)c1-c1nc2ccccc2c(=O)o1	-11	15%	3%	-12%	u	30	-3%	7%	-13%
COCCn1c(C)cc(C2=NNC(=Nc3ccc(OC)cc3)SC2)c1C	-3	2%	u	u	10%	40	4%	u	u
CSC1=NCCN1C(=O)Cc1ccc(F)cc1	6	-1%	-50%	17%	1%	-1	20%	15%	2%
NNC(=O)COc1ccc(C(F)(F)F)cc1	-1	u	7%	19%	8%	-2	4%	0%	0%
O=C(NC(=S)Nc1cc(Cl)ccc1O)c1cccc(Br)c1	1	11%	u	-3%	-23%	14	-18%	19%	-25%
CC(C)C(=O)NC(=O)COC(=O)/C=C/c1cccs1	2	0%	20%	3%	26%	2	2%	-7%	27%
O=c1cc(-c2ccccc2)nc2nc(-c3ccco3)[nH]n12	-1	-7%	2%	15%	-9%	0	2%	u	-17%
COc1cccc(NC(=O)N2CCCC(C(=O)NCc3ccc(F)cc3)C2)c1 (stereo not given)	11	-8%	-12%	-1%	-3%	-18	0%	0%	6%
CCOC(=O)CSc1nnc(C)c(C)n1	7	5%	-5%	10%	9%	8	0%	5%	10%
Brc1c(CSc2nncn2-c2ccccc2)nc2ncccn12	-1	2%[9.22 µM]	25%	16%	0%	49	-2%	7%	-1%
O=C(Cc1nnc(NC(=O)Nc2ccccc2F)s1)NCc1ccccc1	4	-52%	-26%	2%	u	x	13%	-12%	-10%
O=C(NCC(=O)N1CCN(c2ccccc2O)CC1)c1ccc(Br)o1	-1	6%	-5%	10%	u	1	11%	-2%	u
CN(CCO)c1cc(N(C)CCO)c([N+](=O)[O-])cc1[N+](=O)[O-]	-13	-6%	u	2%	2%	-24	-11%	-1%	-1%
O=C(COC(=O)c1cccnc1Nc1ccccc1F)NCc1ccc2c(c1)OCO2	1	13%	2%	5%	-5%	11	17%	u	-26%
O=C(CN1CCOCC1)Nc1nc2ccc(Br)cc2s1	0	-13%	6%	-10%	3%	-2	-1%	-1%	8%
C/C(=N/NC(=O)c1cc(-c2cccc([N+](=O)[O-])c2)n[nH]1)c1ccc(Cl)cc1	2	u	2%	3%	5%	-4	u	6%	-2%
COC(=O)C1=C(C)N(Cc2ccccc2)C(=O)/C1=C\c1ccco1	-8	u	-2%	u	-8%	2	-15%	37%	-3%
CC[C@H](C)[C@H](NC(N)=O)C(=O)NNC(=O)c1ccc(COc2cccc3cccnc23)cc1	-4	-14%	2%	5%	2%	-6	-5%	-39%[inhibitor]	0%
COc1ccccc1C(=O)Nc1ccc(C(=O)OCc2cc(=O)n3nc(C4CC4)sc3n2)cc1	8	x	-8%	15%	x	x	22%	x	x
CCOc1ccc(NC(=O)c2cccc3c2C(=O)N(Cc2cccnc2)C3)cc1	1	-2%	0%	u	3%	-82*	6%	-1%	1%
COc1ccc(S(=O)(=O)NCC(c2cccnc2)N2CCN(Cc3ccccc3)CC2)cc1C (stereo not given)	-3	-1%	0%	22%	-4%	-5	-3%	3%	-17%
CC(CN1CCCC1)OC(=O)Cc1ccc(Cl)cc1 (stereo not given)	-13	-95%[inhibitor]	0%	u	11%	-6	4%	1%	0%

From PubChem
